RGS12 GoLoco inh: inhibitors of human Gai1-RGS12 GoLoco interaction (red fluorophore); P63096; Gai1:RGS12 GoLoco peptide FP, rhodamine, 10 min; Potency, µM (doses to about 61.6 µM), for the others: top-dose activity, negative = inhibition, hits mostly inhibitors; 0.44% of 230,000 active; AID 880; active means well fitted inhibition curve with a large enough effect, not every such curve was filed as active; inactive means no such curve, though single readings can be large or run the other way; further: on the % scale 0 is the no-effect control and ±100 the full control effect; nearly all actives have a fitted effect of over 30% in size; many of its hits are not listed in these tables
NPSR antagonist: antagonists of human neuropeptide S receptor cAMP signaling; CHO-NPSR cells, cAMP TR-FRET, antagonist mode; Potency, µM (titrated, usually from 38.3 µM), inactives show at the top dose activity change, negative = inhibition, hits mostly inhibitors; 1% of 220,000 active; AID 1461; further: on the % scale 0 is the no-effect control and ±100 the full control effect; nearly all actives have a fitted effect of over 50% in size; many of its hits are not listed in these tables
Target sequence (Q6W5P4 whole entry, looked up): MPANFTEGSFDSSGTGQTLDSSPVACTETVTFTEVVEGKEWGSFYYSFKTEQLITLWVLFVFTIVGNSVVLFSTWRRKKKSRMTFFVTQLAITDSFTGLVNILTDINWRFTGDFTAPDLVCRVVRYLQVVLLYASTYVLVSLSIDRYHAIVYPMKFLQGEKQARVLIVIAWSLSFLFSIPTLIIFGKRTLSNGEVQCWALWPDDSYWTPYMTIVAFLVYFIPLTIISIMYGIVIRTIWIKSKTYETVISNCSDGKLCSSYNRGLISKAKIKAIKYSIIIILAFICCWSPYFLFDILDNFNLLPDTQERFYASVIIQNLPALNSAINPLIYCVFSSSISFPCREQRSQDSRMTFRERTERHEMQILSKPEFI
RECQ1 inh: blocks DNA unwinding by human RECQ1; Potency, µM (top dose mostly 57.3 µM), without a hit: at the highest dose activity, negative = inhibition, most hits filed as inhibitors; RECQ1 DNA unwinding, red fluorescence kinetic read; 0.54% of 240,000 active; P46063;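 further: plate controls were vehicle for no effect and no enzyme for full effect; nearly all actives have a fitted effect of over 30% in size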
Target sequence (P46063 whole entry, looked up): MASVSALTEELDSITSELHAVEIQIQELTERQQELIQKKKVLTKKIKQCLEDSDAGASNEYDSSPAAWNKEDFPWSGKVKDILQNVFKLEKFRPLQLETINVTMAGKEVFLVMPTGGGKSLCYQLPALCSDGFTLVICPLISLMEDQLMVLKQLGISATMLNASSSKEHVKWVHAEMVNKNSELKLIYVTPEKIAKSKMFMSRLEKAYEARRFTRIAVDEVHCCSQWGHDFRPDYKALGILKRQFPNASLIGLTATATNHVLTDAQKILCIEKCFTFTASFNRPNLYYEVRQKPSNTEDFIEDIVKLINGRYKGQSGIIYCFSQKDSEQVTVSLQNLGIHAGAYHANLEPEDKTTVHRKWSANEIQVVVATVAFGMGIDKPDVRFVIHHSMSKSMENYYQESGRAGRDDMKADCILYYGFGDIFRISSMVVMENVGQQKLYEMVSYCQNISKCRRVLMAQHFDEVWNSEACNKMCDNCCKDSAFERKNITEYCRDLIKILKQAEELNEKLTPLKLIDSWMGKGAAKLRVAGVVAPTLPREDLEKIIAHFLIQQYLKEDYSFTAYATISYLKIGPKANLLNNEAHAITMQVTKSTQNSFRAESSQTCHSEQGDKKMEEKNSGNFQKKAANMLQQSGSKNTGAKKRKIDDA
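RECQ1T1 50 nM; forked duplex (20 bp + 30-nt ss tails) 200 nM, ATP 2 mM final; pH 8.0, 2 mM MgCl2, 2.5 ug/ml poly(dI-dC); 15 min compound preincubation; discontinuous kinetic read over 2 h at RT.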
IMPase Li cell: IMPase inhibition in cells with lithium potentiation; CHO-M1 cells, IP1 TR-FRET (IP-One), carbachol + lithium; Potency, µM (highest dose often 59.4 µM), for inactives: at the highest dose activity, negative = IMPase inhibition, most hits filed as inhibitors; 0.35% of 210,000 active;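 further: IP1 builds up when IMPase is blocked and the TR-FRET signal falls; plate controls were basal vehicle for no effect and high inhibitor control for full effect; nearly all actives have a fitted effect of over 50% in size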
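Concentration–response in CHO-M1 cells, lithium-potentiated; 30 min at 37C. IP1 detected by competitive TR-FRET after 10 min lysis at RT. Hill-fitted AC50.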
Epigenetic derep: epigenetic control regulation, reporter derepression | murine LDR cells, GFP reporter derepression, 30 h | Potency, µM (titrated, usually from 53.9 µM), without a hit: top-dose GFP activation, most hits filed as activators | 0.2% of 280,000 active | AID 1865; further: % of control where 0% means no effect; nearly all actives have a fitted effect of over 60% in size
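Derepression of a silenced CMV-GFP reporter in murine LDR cells is scored by enumerating GFP-positive cells with a laser-scanning microplate cytometer after 30 hours of treatment at 37 C.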
Luc counter: Kinase-Glo luciferase inhibition (counter-screen). Kinase-Glo luciferase, ATP luminescence, 8 min. Potency, µM (highest dose often 38.3 µM), for inactives: at the highest dose activity change, negative = inhibition, most hits filed as inhibitors. 0.28% of 200,000 active; further: on the % scale 0 is the no-effect control and ±100 the full control effect; nearly all actives have a fitted effect of over 60% in size
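Luminescence was the read-out, taken after 8-minute incubation at ambient temperature. Luciferase turned over luciferin with 10 uM ATP in imidazole pH 7.2 buffer containing KCl, MgCl2, Tween 20 and BSA.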
SMN2 splice up: enhancers of SMN2 splice variant expression | HEK293 SMN2-luciferase splicing reporter, luminescence, 30-36 h | Potency, µM (top dose mostly 46.1 µM), for inactives: at the top dose activity change, positive = activation, hits mostly activators | 2.8% of 210,000 active; further: % of control where 0% means no effect; nearly all actives have a fitted effect of over 55% in size
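qHTS luciferase splicing reporter: luminescence rises when SMN2 exon 7 is included in transfected HEK293 cells. Compound exposure lasted 30-36 h at 37C, with 4.5 mM final sodium butyrate as control, followed by a ONE-Glo read.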
JMJD2E inh: inhibitors of human JMJD2E histone demethylase; B2RXH2; JMJD2E catalytic domain, FDH-coupled NADH fluorescence (FDH is formaldehyde dehydrogenase); Potency, µM (highest dose often 57.1 µM), for the others: at the highest dose activity change, negative = inhibition, actives largely listed as inhibitors; 1.6% of 230,000 active; AID 2147; active means well fitted inhibition curve with a large enough effect, not every such curve was filed as active; inconclusive means small, poorly fitted or top-dose-only effect, or another doubt; inactive means no such curve, though single readings can be large or run the other way;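 further: 0% = wells with enzyme and -100% = buffer wells without enzyme; nearly all actives have a fitted effect of over 50% in size; many of its hits are not listed in these tables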
Numbers without * were called inactive; i = inactive; u = inconclusive; x = no result given; [ ] = dose if it differs, or a comment. Unless noted, the call rests on the fitted dose curve; in most records, active means well fitted curve in the direction sought with a large enough effect; inconclusive means small, poorly fitted or top-dose-only effect, or another doubt; inactive means no such curve, though single readings can be large; an effect the other way counts as inactive or inconclusive. Potency means the concentration at half of the fitted maximal effect. Only part of the results is shown; count on the stated rates, not on these rows.

Value order – RGS12 GoLoco inh | NPSR antagonist | RECQ1 inh | IMPase Li cell | Epigenetic derep | Luc counter | SMN2 splice up | JMJD2E inh
1. CC(C)NC(=O)c1onc(CSc2ccccc2F)c1C(=O)O
    10% | -6%[46.1 µM] | i | 3%[38.3 µM] | -0.9% | 2% | -12% | 6%
2. COC(=O)[C@@H]1C[C@H]2CC[C@H](O)C[C@H]2N1Cc1ccc(N2CCOCC2)cc1
    16% | x | -7% | -17% | 2.9% | -2% | -3% | -23%
3. O=C1OC(/C(=C\Nc2ccccc2)[N+](=O)[O-])c2ccccc21 (stereo not given)
    3% | -1% | i | x | -1.2% | x | x | -2%
4. CCNC(=O)NC(=O)COC(=O)CCCSc1nc2ccccc2[nH]1
    -6% | u | i | -9%[38.3 µM] | -0.8% | -1% | -5% | -5%
5. CCOC(CCn1c(SCc2cccc([N+](=O)[O-])c2)nc2ccccc2c1=O)OCC
    13% | -53% | -1% | 5% | -2.2% | 0% | -35%[inhibitor] | 3%
6. COc1ccc(/C=C/C(=O)Nc2cc(C(F)(F)F)ccc2Cl)cc1
    3% | -19%[46.1 µM] | -1% | 15%[38.3 µM] | 1.3% | -1% | -20% | -9%
7. Cc1cc(NC(=O)CSc2nc(CC(C)(C)C)nc3c2c(=O)n(C)c(=O)n3C)no1
    6% | -22%[46.1 µM] | 0% | 30%[38.3 µM] | 0.0% | 3% | 7% | 7%
8. NC(=O)C1CCN(C(=S)c2ccc(-c3ccc(Br)cc3)o2)CC1
    5% | 32% | -2% | -10% | -1.5% | 0% | 8.9µM* | -21%
9. CCN(CC)CCNC(=O)CS(=O)Cc1nc(-c2ccc(Cl)cc2)oc1C (stereo not given)
    -4% | -4%[46.1 µM] | -4% | 11%[38.3 µM] | 0.0% | -2% | -10% | -2%
10. O=c1oc(-c2ccc(Br)o2)nc2ccccc12
    -9% | 18%[46.1 µM] | -1% | 29%[38.3 µM] | 0.0% | -13% | u | u
11. CN(CCOc1ccc(Cl)cc1)c1ccc(S(=O)(=O)N2CCCCC2)cn1
    -7% | u | -7% | -6%[38.3 µM] | 2.2% | 2% | -12% | u
12. Cc1cc(C)nc(N2CCCC(C(=O)Nc3nnc(C(C)(C)C)s3)C2)n1 (stereo not given)
    14% | -1% | i | 6% | -6.3% | 8% | -28% | -1%
13. Cc1ccc2nc(SCC(=O)Nc3cc(C)on3)[nH]c2c1
    7% | u | -6% | 0% | -3.4% | 1% | -18% | 7%
14. COC(=O)c1cn[nH]c1NC(=S)Nc1ccccc1C
    8% | -7%[46.1 µM] | -21% | -6%[38.3 µM] | -1.1% | 0% | 4% | 4%
15. Cc1ccc(C(NC(=O)N2CCCC2)C(Cl)Cl)cc1F (stereo not given)
    2% | 8% | -6% | 3% | -4.8% | 2% | -5% | -7%
16. N#C/C(=C\c1ccc(O)c(O)c1)C(=O)c1ccc(O)c(O)c1
    34%[activator] | -9%[46.1 µM] | 1.6µM* | 44%[activator] | -1.2% | -6% | u | 2.5µM*
17. CC(C)c1ccc(NC(=O)COC(=O)/C=C/c2cccc(Br)c2)cc1
    x | 10%[46.1 µM] | -3% | x | -0.9% | x | x | 3%
18. O=C(COc1ncnc2sccc12)N1CCN(C(=O)c2ccco2)CC1
    7% | 12% | -23% | 7% | -1.1% | 2% | 24% | 8%
19. C=CCNc1ccc(N2C(=O)C3CCC(C)CC3C2=O)cc1[N+](=O)[O-] (stereo not given)
    1% | -5% | i | 21% | -4.1% | 1% | -16% | 8%
20. COc1cc2ncnc(NCc3ccccc3Cl)c2cc1OC
    16% | -32% | 8% | u | -0.9%[10.1 µM] | 2% | -8% | u
21. CCOc1cc(CNCCO)cc(Br)c1OCc1ccc(Cl)cc1Cl
    88%[activator] | u | -3% | 22%[38.3 µM] | -3.0% | -3% | x | u
22. CC(=O)Nc1ccc(S(C)(=O)=O)c(C)c1
    9% | 6% | -15% | 3% | -1.8% | 1% | -8% | -7%
23. Cc1cc(Cl)cc(Br)c1OCCCNCC(C)O (stereo not given)
    14% | -12% | 20% | -3% | -4.5% | -3% | -43%[inhibitor] | -5%
24. CCc1ccccc1NNC(=O)c1cc(C)on1
    -6% | 10% | -6% | x | 0.0% | x | x | -4%
25. Cc1ccc2c(c1)C(=O)CCN2
    3% | 6%[46.1 µM] | 1% | 13%[38.3 µM] | 0.7% | -2% | -1% | -5%
26. CCC1=[N+]([O-])C(C)(/C(C)=N\O)N(O)C1(C)C (stereo not given)
    -3% | -5%[46.1 µM] | -11% | -3% | 0.0% | 3% | -4% | 6%
27. N/C(=N\OC(=O)Cc1ccc(Cl)cc1)c1ccncc1
    3% | 2% | i | 5% | -1.5% | -1% | -4% | -3%
28. COc1ccc(CSc2nncn2C)cc1F
    8% | 10% | i | 13% | -6.4% | 3% | -5% | -9%
29. CCc1ccc(NC(=O)c2sccc2-n2cccc2)cc1
    2% | 7%[46.1 µM] | i | 37%[activator][38.3 µM] | -1.0% | 14% | 13% | -1%
30. CCC(CO)NC(=O)c1ccc(-c2nn(C)c(=O)c3ccccc23)cc1 (stereo not given)
    3% | -7%[46.1 µM] | i | 19%[38.3 µM] | -0.2% | 3% | 19% | 5%
31. CC(/C=C/c1ccco1)=N/NC(=O)Cc1cccs1
    23% | -13%[46.1 µM] | -20% | 7%[38.3 µM] | 14% | -3% | 15% | -27%
32. Cc1nc2cc(C(=O)O)ccc2n1-c1ccc(F)cc1F
    15% | -8%[46.1 µM] | -24% | 11%[38.3 µM] | -0.8% | 2% | -9% | -4%
33. O=C(NNC(=O)c1sccc1-n1cccc1)c1cccc(Cl)c1
    8% | -13%[46.1 µM] | -4% | 17%[38.3 µM] | -1.0% | 3% | 3% | 2%
34. CCn1c(C)c(CCC(=O)O)c(=O)n2nc(-c3ccccc3OC)cc12
    1% | 8%[46.1 µM] | -13% | 10µM* | 0.0% | 0% | -9% | u
35. CCS(=O)(=O)c1ccc(N=Nc2ccc(O)c3ncccc23)c(OC)c1
    -28% | 14% | 2% | 15% | 3.5µM* | -11% | -109%[inhibitor] | 14µM*
36. CCOC(=O)COc1ccc(-c2nnc(-c3ccccc3)o2)cc1
    7% | -18%[46.1 µM] | 0% | 8%[38.3 µM] | 3.8% | -1% | x | u
37. O=c1c(-c2ccc(Br)cc2)[n+]([O-])c2ccccc2n1OCc1ccccc1
    2% | -9% | -1% | x | 9.6% | x | x | 1%
38. O=C(NCc1nc2ccccc2[nH]1)c1ccc(Cl)c(S(=O)(=O)N2CCCC2)c1
    5% | 3%[46.1 µM] | -5% | 22%[38.3 µM] | 0.0% | 2% | -5% | -3%
39. COCP(=O)(c1ccccc1)c1ccccc1
    -9% | -11%[46.1 µM] | 0% | 35%[38.3 µM] | -5.7% | -5% | 9% | 3%
40. Cc1cc2c(ncn2Cc2ccccc2)c(NS(C)(=O)=O)c1C
    6% | -13%[46.1 µM] | -15% | 18%[38.3 µM] | 6.5% | 3% | -15% | -2%
41. CCOCCCNC(=O)c1cc(Sc2ccc(C)cc2)nc2ccccc12
    1% | -4% | 3% | 2% | 0.9% | -1% | -18%[1.84 µM] | 10%
42. COc1ccsc1C(=O)N1CCN(Cc2ccc3c(c2)OCO3)CC1
    0% | 0%[46.1 µM] | -6% | 28%[38.3 µM] | -0.1% | -1% | -13% | 3%
43. CCOc1ccc(Nc2ccnc3cc(Cl)ccc23)cc1
    3% | -32% | -8% | x | 0.1% | x | x | 4%
44. Cn1ncc2c(Nc3ccc(Br)cc3)nc(Nc3ccc(Br)cc3)nc21
    -15% | u | i | x | 9.6% | x | x | u
45. COc1ccc(C(=O)Nn2c(SCC(=O)NCc3ccccc3)nc3ccccc3c2=O)cc1
    3% | 1%[46.1 µM] | i | 13%[38.3 µM] | 3.8% | -18% | u | u
46. CCOc1ccc(OCC)c(S(=O)(=O)NCCCN2CCOCC2)c1
    1% | 10% | 1% | 9% | -1.0% | 3% | 4% | 3%
47. CCOC(=O)CN1N=C(/C=C/c2ccc(C(C)C)cc2)CCC1=O
    6% | -11% | -1% | 7% | 1.2% | -2% | 14% | -11%
48. Fc1ccc(COc2cccc(-c3n[nH]c(=S)o3)c2)cc1
    4% | 58% | 14% | u | 0.0% | x | x | u
49. CCN(Cc1ccncc1)Cc1nc(CC2CC2)no1
    14% | -19% | -2% | 8% | 0.8% | -3% | x | u
50. Cc1cnc(SCc2cnc(C)nc2N)nc1
    8% | 11% | i | 1% | 2.2% | 2% | 28% | 10%
51. COc1ccc(C/C(C)=N/NC(=S)Nc2ccc(C)c(C)c2)cc1
    x | -1%[46.1 µM] | -29% | x | 0.0% | x | x | 1%
52. CSc1ccc(CCNC(=O)CSc2ccsc2[N+](=O)[O-])cc1
    13% | -6%[46.1 µM] | -1% | 5%[38.3 µM] | 1.3% | -1% | -9% | -2%
53. CC(=O)N/C(=C\c1ccc(F)cc1)C(=O)OC(C)C
    -2% | 13% | -3% | 1% | 1.0% | 0% | 10% | 1%
54. O=C(/C=C1\NC2(CCCC2)Cc2ccccc21)C(=O)N/N=C/c1ccccc1O
    10% | -17% | -7% | -7% | 0.0% | -1% | -80%[inhibitor] | -1%
55. C=CCOC(=O)/C(=C/c1cccc2ccccc12)NC(=O)c1ccccc1
    -17% | -22% | 6% | 15% | -3.2% | -1% | u | -4%
56. N#C/C(=C(/O)COc1ccccc1)c1nnc2n1CCCCC2
    -9% | 6% | 2% | -4% | 3.2% | 5% | u | u
57. O=C(CCN1C(=O)COc2ccccc21)NCc1cccnc1
    15% | 7%[46.1 µM] | -8% | 9% | 1.0% | 0% | 6% | 0%

RECQ1 inh, hit marks shown above.
nr	SMILES	RGS12 GoLoco inh	NPSR antagonist	RECQ1 inh	IMPase Li cell	Epigenetic derep	SMN2 splice up	JMJD2E inh
16	N#C/C(=C\c1ccc(O)c(O)c1)C(=O)c1ccc(O)c(O)c1	34%[activator]	-9%[46.1 µM]	1.6µM*	44%[activator]	-1.2%	u	2.5µM*

Assay outcomes as filed in PubChem.
